# TLR9-MyD88 block = inhibitors of TLR9-MyD88 association in cells, primary screen, cell-based, CHO, BLA complementation, fluorescence | Toll-like receptor 9 (Homo sapiens) + Myeloid differentiation primary response protein … | CCF4 FRET ratio | inhibition, % at 4.98 µM | actives 0.21% (n = 340,000) | AID 504734, 2011;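 active = inhibition above the mean over all tested compounds plus 3 SD, cut at about 21% in these data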;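 also: 0% = DMSO only wells and 100% = clavulanate BLA inhibitor control wells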
# NOD2 RIPK2 PPI = NOD2-RIPK2 binding disruptors in cells, primary screen, fluorescence, CHO cells, BLA complementation | actives 0.38% (n = 360,000) | inhibition, % at 4.98 µM | Receptor-interacting serine/threonine-protein kinase 2 (Homo sapiens), O43353 | AID 624267, 2012 | CCF4 ratio; in the data active = inhibition above about 21%;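 also: 0% = vehicle only and 100% = reference blocker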
# LRH-1 inv ag = LRH-1 (NR5A2) inverse agonists, primary screen, cell-based, luminescence, HEK293T, StAR-luciferase reporter | AID 602396, 2012 | actives 0.13% (n = 360,000) | inhibition, % at 3.6 µM | LRH-1 transfected, 24 h | Nuclear receptor subfamily 5 group A member 2 (Homo sapiens), O00482;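 active = inhibition above the mean inhibition of all tested compounds plus 3 SD, cut at about 73% in these data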;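 also: 0% = DMSO wells and 100% = reporter-only cells lacking LRH-1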
# ABHD5 PLIN5 PPI = ABHD5-PLIN5 interaction inhibitors, primary screen, cell lysate, split luciferase complementation, luminescence. Perilipin-5 (Homo sapiens) + 1-acylglycerol-3-phosphate O-acyltransferase ABHD5 (Homo …. Split G. princeps luciferase complementation, 4 h. actives 0.78% (n = 360,000). inhibition, % at 4 µM. AID 602281, 2012;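 active = inhibition above the mean inhibition across every tested compound plus 3 SD, cut at about 22% in these data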;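 also: 0% = DMSO only wells and the 100% control is not disclosed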
# SRC2 inh = inhibition of GAL4-SRC2 driven luciferase reporter, primary screen, SRC2 inhibitor project, cell-based, luminescence | Nuclear receptor coactivator 2 (Homo sapiens), Q15596 | HEK293 GAL4-SRC2 luciferase reporter | inhibition, % at 9 µM | actives 0.17% (n = 370,000) | AID 651957, 2012;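 active = inhibition above the mean inhibition of all tested compounds plus 3 SD, set per campaign, cut at about 52% in these data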;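 also: 0% = DMSO treated cells and 100% = cells given Gossypol at 36 µM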
# Target sequence (Q15596 whole entry, looked up, the tested form may be a part): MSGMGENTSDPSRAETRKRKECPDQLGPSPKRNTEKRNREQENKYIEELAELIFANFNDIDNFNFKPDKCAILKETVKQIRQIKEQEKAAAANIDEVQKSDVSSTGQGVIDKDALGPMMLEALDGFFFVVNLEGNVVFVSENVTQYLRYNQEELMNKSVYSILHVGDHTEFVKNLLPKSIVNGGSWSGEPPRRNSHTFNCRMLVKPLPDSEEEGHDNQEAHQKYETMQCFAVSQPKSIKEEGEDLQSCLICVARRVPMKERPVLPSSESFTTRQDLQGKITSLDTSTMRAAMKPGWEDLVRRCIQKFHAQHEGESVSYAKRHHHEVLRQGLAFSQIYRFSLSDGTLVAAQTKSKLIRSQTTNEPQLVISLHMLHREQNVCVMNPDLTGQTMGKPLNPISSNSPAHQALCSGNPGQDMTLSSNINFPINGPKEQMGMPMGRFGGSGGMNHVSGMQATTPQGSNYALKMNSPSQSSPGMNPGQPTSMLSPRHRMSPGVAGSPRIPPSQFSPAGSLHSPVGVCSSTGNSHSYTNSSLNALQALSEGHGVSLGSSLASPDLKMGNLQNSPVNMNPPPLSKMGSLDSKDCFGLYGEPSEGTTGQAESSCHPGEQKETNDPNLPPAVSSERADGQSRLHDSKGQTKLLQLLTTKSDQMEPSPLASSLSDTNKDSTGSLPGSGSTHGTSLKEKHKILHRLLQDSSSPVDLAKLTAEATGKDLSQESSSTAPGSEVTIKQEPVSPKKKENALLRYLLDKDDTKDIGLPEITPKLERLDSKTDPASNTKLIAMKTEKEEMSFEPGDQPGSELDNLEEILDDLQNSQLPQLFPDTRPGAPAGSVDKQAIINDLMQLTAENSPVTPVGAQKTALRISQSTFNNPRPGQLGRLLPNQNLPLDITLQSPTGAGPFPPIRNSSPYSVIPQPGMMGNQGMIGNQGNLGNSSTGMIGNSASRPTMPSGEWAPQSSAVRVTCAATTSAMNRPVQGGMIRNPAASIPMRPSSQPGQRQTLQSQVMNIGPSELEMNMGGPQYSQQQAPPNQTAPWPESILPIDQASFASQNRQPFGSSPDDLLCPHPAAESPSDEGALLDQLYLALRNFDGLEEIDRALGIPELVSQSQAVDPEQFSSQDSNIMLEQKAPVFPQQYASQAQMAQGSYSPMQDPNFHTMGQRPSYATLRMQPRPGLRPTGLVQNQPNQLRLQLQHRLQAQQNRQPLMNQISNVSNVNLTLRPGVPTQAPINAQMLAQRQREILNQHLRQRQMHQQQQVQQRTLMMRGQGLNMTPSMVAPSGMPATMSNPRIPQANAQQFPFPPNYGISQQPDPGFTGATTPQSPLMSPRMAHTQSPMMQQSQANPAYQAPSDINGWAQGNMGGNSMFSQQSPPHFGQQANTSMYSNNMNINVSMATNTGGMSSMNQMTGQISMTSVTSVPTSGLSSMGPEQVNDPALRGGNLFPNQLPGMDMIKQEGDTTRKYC
# COUP-TFII inh = NR2F2 transcriptional activity inhibitors, primary screen, cell-based, luciferase reporter, HEK293T, luminescence; actives 0.7% (n = 370,000); AID 686940, 2013; inhibition, % at 8.6 µM; HEK293T NGFI-A luciferase reporter; COUP transcription factor 2 (Homo sapiens), P24468;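 active = inhibition above a per-plate cutoff, mean inhibition of test wells between control levels plus 3 SD, cut at about 38% in these data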;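 also: cells cotransfected with COUP-TFII expression vector driving the NGFI-A reporter; 0% = median of COUP-TF2 test wells and 100% = reporter-only cells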
# MC4R ag barr = MC4R agonists recruiting beta-arrestin, primary screen, cell-based, luminescence, agonist arm of biased-ligand search. Melanocortin receptor 4 (Homo sapiens), P32245. U2OS MC4R beta-arrestin complementation; percent of melanotan II response, DMSO zero. activation, % at 8.9 µM. actives 0.98% (n = 360,000). AID 540308, 2011;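 active = activation above a per-plate cutoff, the mean activation of sample wells on that plate plus 3 SD, cut at about 8% in these data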
# SRC3 inh = SRC3 coactivator transcriptional activity inhibitors, primary screen, cell-based, luminescence; Nuclear receptor coactivator 3 (Homo sapiens), Q9Y6Q9; inhibition, % at 3.6 µM; HEK293 GAL4-SRC3 luciferase reporter; actives 0.17% (n = 360,000);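 active = inhibition above a per-campaign cutoff, the mean of all compounds plus 3 SD, cut at about 60% in these data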;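 also: 0% = DMSO-treated cells and 100% = gossypol-treated cells at 36 µM; higher means less SRC3-driven luciferase light from the GAL4 reporter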
# SRC1 inh = SRC1 coactivator transcriptional activity inhibitors, primary screen, cell-based, luminescence | Nuclear receptor coactivator 1 (Homo sapiens), Q15788 | HEK293 GAL4-SRC1 luciferase reporter | actives 0.12% (n = 360,000) | inhibition, % at 3.6 µM;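 active = inhibition above the campaign mean plus 3 SD, with each screening campaign given its own cutoff, cut at about 60% in these data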;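 also: 0% = DMSO treated cells and 100% = gossypol at 36 µM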
# MC4R antagonist = MC4R antagonists of cAMP signaling, primary screen, cell-based, TR-FRET, antagonist arm of biased-ligand search; actives 0.48% (n = 360,000); Melanocortin receptor 4 (Homo sapiens), P32245; MC4R-expressing cells, MTII-stimulated cAMP, LANCE TR-FRET; inhibition, % at 6.5 µM;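 active = inhibition above its plate's cutoff, the mean of tested wells on that plate plus 3 SD, cut at about 29% in these data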;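 also: 0% = Melanotan II alone and 100% = Melanotan II plus saturating MCL0020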
#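 Material: human MC4R-expressing U2OS cells. Probe or stimulus: Melanotan II challenge. Dosing: 6.5 µM single dose. Times: 30-min compound, 1-h challenge, 1-h detection, room temperature. Technique: TR-FRET with Eu-cAMP and labeled anti-cAMP, 671 nm. Replication: singlicate.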
# LMP1 NFkB inh = EBV LMP1-driven NF-kappaB luciferase reporter inhibitors, primary screen, cell-based, luminescence, single point; LMP1-induced NF-kappaB luciferase reporter cells; inhibition, % at 12.5 µM; actives 0.69% (n = 350,000); AID 504558, 2011; in the data active = inhibition above about 41%;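 also: 0% = neutral control wells and 100% = reference inhibitor control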
# * hit, by the source's call; · = no result given. This is a subset (hit frequency here may not be typical).
TLR9-MyD88 block	NOD2 RIPK2 PPI	LRH-1 inv ag	ABHD5 PLIN5 PPI	SRC2 inh	COUP-TFII inh	MC4R ag barr	SRC3 inh	SRC1 inh	MC4R antagonist	LMP1 NFkB inh	molecule
2	-6	-73	-7	-23	-27	-0.7	-41	-61	-2	-33	O=C(Nc1ccc(SC(F)F)cc1)C12CCC(CC1)C2
9	5	-7	-1	-21	13	-1.6	4	24	-5	8	Cc1ccc(C)c(NC(=O)CCc2ccc(C)o2)c1
5	-3	-3	-2	13	-14	-2.5	-8	-15	7	-6	CC(=O)NC12CC3CC(C1)CC(C(=O)Oc1ccc(N(C)S(=O)(=O)c4cc(C)ccc4C)cc1)(C3)C2
-3	6	7	-2	-22	-1	-1.8	-3	-4	-8	-2	Cc1ccc(CNS(=O)(=O)c2c(C)[nH]c(C)c2C(=O)N2CCCCC2)o1
-1	-3	-26	4	-35	0	-1.0	1	-5	10	3	CCN1C(=O)[C@H]2[C@@H](c3ccc(C)cc3)N3C(=O)N(c4ccc(OC)cc4)C(=O)[C@@]3(Cc3ccccc3)[C@H]2C1=O
3	-7	-52	3	-50	-22	-2.0	-9	-32	6	-30	CCc1c(-c2ccccc2)nc2sc3c(c2c1N)CCCC3
-1	4	-21	-1	-13	-3	6.9	21	-18	25	0	O=S(=O)(NCCC(c1ccc(F)cc1)c1ccco1)c1ccccc1 (configuration not stated)
12	3	0	-2	4	7	-1.8	0	-5	0	-13	CSc1ccc(Cl)c(C(=O)Nc2ccc(N3CCOCC3)cc2)c1
7	7	22	10	-5	5	0.7	15	-4	16	12	O=C(CN1C2=NCCCN2c2ccccc21)c1cccc(Br)c1
2	-6	-3	1	-13	-5	0.7	26	0	1	1	Cc1cccc(N=C2NC(=O)/C(=C/c3cn(C)c4ccccc34)S2)c1
-6	2	11	-6	11	18	0.6	6	-2	21	0	COc1ccc(Cl)cc1NC(=O)NCC1CCN(C(=O)OC(C)(C)C)CC1
0	5	4	-2	12	-8	0.8	1	-5	8	-2	O=C(CSc1nccn1-c1ccc(F)cc1)NCc1ccc(F)cc1
-4	1	4	-6	12	15	-0.8	2	1	1	2	Cc1ccc(NC(=O)CSc2nnc(Cc3ccccc3)o2)c(C)c1
-6	-6	1	-3	-5	-14	-1.3	2	-4	1	1	CC1CCC(C(=O)NC(C(=O)N2CCN(c3ccccn3)CC2)C(C)C)CC1 (configuration not stated)
-22	0	-2	2	-46	6	0.7	10	5	-5	5	O=C(c1ccccc1)N1CCN(C(=S)NCCc2ccccc2)CC1
·	-10	-6	3	10	3	·	2	5	·	·	Cc1ccc(Cc2c(C3CCCCC3)nc3cc(C)c(Br)c(C)n23)cc1
-1	3	-16	9	-16	-17	0.0	-33	-27	11	-11	Nc1ccc(C(=O)Nc2cccc(N)c2)cc1
2	-2	14	25*	-28	-4	-0.8	24	-5	13	-8	O=C(Cn1nc(CNc2ccc(Cl)cc2)[n+]2c1CCCCC2)c1ccccc1
-22	-8	8	-10	-10	3	-0.9	8	-5	2	11	Cc1nn(-c2ccccc2)c(N)c1C1(O)C(=O)N(C)c2ccccc21 (configuration not stated)
3	-1	14	-1	-10	11	-2.7	21	11	-1	-2	CCOc1ccc(C2/C(=C(\O)c3ccc4c(c3)OCCO4)C(=O)C(=O)N2CCCn2ccnc2)cc1OC (configuration not stated)
-6	-12	-26	5	-28	-45	-0.8	-66	-43	0	5	CCn1cnc2cc(NCc3cccc(OC)c3O)ccc21
5	-3	-6	0	-8	-14	-0.8	7	-2	20	-4	CCOC(=O)CSc1ncnc2c1cnn2-c1ccc(Cl)cc1
-7	-10	0	-11	-25	12	0.1	-6	6	-5	-6	O=C(O)c1cc(S(=O)(=O)NC23CC4CC(CC(C4)C2)C3)ccc1Cl
1	2	11	-4	17	-6	1.3	-3	-3	8	-6	COc1ccc(-c2sc3ccc(N4CCOCC4)cc3c2-c2ccc(OC)c(F)c2)cc1
3	-2	18	-4	-7	-2	-2.0	-1	7	10	2	O=C1CC(CCC(=O)NC2CC2)c2ccccc2N1 (configuration not stated)
7	-5	12	3	-21	6	-2.3	-4	5	-3	3	COc1ccc(/C=C2\N=C(C)OC2=O)cc1OC(C)=O
8	-8	19	-3	26	-7	-2.2	17	-18	5	1	CCc1nn(CC(=O)Nc2cc(C)ccc2C)c(=N)s1
1	-6	-10	11	-14	1	1.0	-2	2	-3	-5	O=C(C[C@@H]1C/C=C\C[C@H](NC(=O)OCC2c3ccccc3-c3ccccc32)C(=O)OC[C@@H]2CCCN2C1=O)N[C@@H](CO)Cc1ccccc1
-5	0	-3	5	0	3	-0.9	-6	9	-6	0	COc1ccc(S(=O)(=O)N2CCN(C(=O)c3ccco3)CC2)c(C)c1C
-6	8	-3	1	-27	10	-0.6	15	-1	17	0	C=CC[C@@H](CC(=O)N(CCO)Cc1ccccc1)C(=O)N[C@@H](COC(=O)[C@@H](CC=C)Cc1ccc(F)cc1)Cc1ccccc1

# Four entries out of the list, arranged by heavy-atom count, high to low:
TLR9-MyD88 block	NOD2 RIPK2 PPI	LRH-1 inv ag	ABHD5 PLIN5 PPI	SRC2 inh	COUP-TFII inh	MC4R ag barr	SRC3 inh	SRC1 inh	MC4R antagonist	LMP1 NFkB inh	molecule
·	-10	-6	3	10	3	·	2	5	·	·	Cc1ccc(Cc2c(C3CCCCC3)nc3cc(C)c(Br)c(C)n23)cc1
-22	-8	8	-10	-10	3	-0.9	8	-5	2	11	Cc1nn(-c2ccccc2)c(N)c1C1(O)C(=O)N(C)c2ccccc21 (configuration not stated)
7	-5	12	3	-21	6	-2.3	-4	5	-3	3	COc1ccc(/C=C2\N=C(C)OC2=O)cc1OC(C)=O
3	-2	18	-4	-7	-2	-2.0	-1	7	10	2	O=C1CC(CCC(=O)NC2CC2)c2ccccc2N1 (configuration not stated)

# Carrying on:
TLR9-MyD88 block	NOD2 RIPK2 PPI	LRH-1 inv ag	ABHD5 PLIN5 PPI	SRC2 inh	COUP-TFII inh	MC4R ag barr	SRC3 inh	SRC1 inh	MC4R antagonist	LMP1 NFkB inh	molecule
0	-6	17	-3	14	-1	-1.3	20	9	1	6	O=C(O)c1ccc(NS(=O)(=O)c2cccc3nsnc23)cc1
-8	-10	-15	3	-3	-7	2.0	17	4	20	3	CCOc1ccccc1NC(=O)CCC(=O)Nc1nnc(C2CCCCC2)s1
-4	2	-1	-4	0	-4	0.5	-4	3	1	62*	COC(=O)c1ccccc1NC(=O)C(C)c1ccc([N+](=O)[O-])cc1 (configuration not stated)
9	-8	6	4	-16	-6	-1.4	4	2	14	-10	CCc1ccc([C@@H]2CC=C(C(=O)O)CN2S(=O)(=O)c2ccc(C)cc2)cc1
-4	-8	9	8	-21	-3	1.9	0	-28	19	5	COc1ccc(OC)c(C2C/C(=N/O)C(C)C(c3cc(OC)ccc3OC)N2)c1 (configuration not stated)
2	4	7	-11	-6	4	2.2	10	4	2	8	CC(C)OCCCN1C(=O)c2[nH]nc(-c3ccccc3O)c2C1c1cccc(Cl)c1 (configuration not stated)
-7	3	16	-4	-9	3	-3.7	14	1	-4	10	COc1cc(NC(=O)c2cccc([N+](=O)[O-])c2)ccc1NC(=O)c1ccco1
-5	6	-57	-7	-31	-12	-3.8	-11	-50	7	-2	CCc1nnc(NC(=O)C2CCCN(C(=O)c3ccc(Cl)cc3)C2)s1 (configuration not stated)
-4	13	11	2	4	2	0.1	-25	2	2	-3	C/C=C/C(=O)Nc1cccc(C2=NOC3(C2)C[C@@H](C(N)=O)N(C(=O)c2cc([N+](=O)[O-])cc([N+](=O)[O-])c2)C3)c1 (some centres not stated)
-59	34*	9	8	·	·	3.8	22	8	14	77*	Cc1cc(N2CCN(C)CC2)ccc1NC(=O)c1c2c(nc3ccccc13)CCN(Cc1ccccc1)C2
-12	-1	-3	-6	-17	0	0.0	15	-10	11	-1	COc1ccc(NC(=O)c2cc(S(=O)(=O)N3CCCCC3)ccc2N2CCCCC2)cn1
-9	2	-7	4	10	19	3.0	19	14	3	-9	O=C(c1ccco1)N(CCCN1CCOCC1)c1nc(-c2ccc(F)cc2)cs1
-13	-10	11	-2	-18	-2	-2.2	8	16	10	2	CCOc1ccccc1/C=N/NC(=O)CSc1n[nH]c(=O)[nH]c1=O
2	-10	-2	4	-8	0	-1.7	6	2	0	-6	COc1ccc(-n2c(SCC(=O)NCC3CCCO3)nc3ccccc32)cc1 (configuration not stated)
9	-1	2	-7	-21	20	-1.6	-4	-14	2	-7	CCCCc1nnc(NC(=O)CN(C)S(=O)(=O)c2ccc(C)cc2)s1
-9	1	-12	0	10	17	0.3	-16	3	13	-1	CCOC(=O)Cc1csc(SCC(=O)Nc2ccc3[nH]c(=O)[nH]c3c2)n1
-9	-7	11	6	-4	-1	-1.1	12	-9	8	0	NS(=O)(=O)c1ccc(CNS(=O)(=O)Cc2ccc(Cl)cc2)cc1
1	-11	-1	2	6	-4	-3.6	-1	-1	10	-7	CC(C(=O)N1CCCCC1)N(C)CC(=O)Nc1ccc(Cl)cc1 (configuration not stated)
-3	1	-3	0	22	-4	4.3	11	-24	16	-6	O=C(Nc1ccccc1N1CCN(C(=O)c2ccccc2)CC1)c1cccc(Cl)c1
-4	0	7	-1	14	-14	-2.6	-25	3	6	19	CCCn1cc(CN2CCC(n3nccc3NC(=O)c3ccccc3)CC2)c(C)n1
-1	9	8	-1	22	21	1.6	23	18	8	1	CCOc1cc(C(=O)Nc2ccc(F)cc2)cc(Br)c1OC
-3	-3	-1	-2	4	-4	-1.6	6	-8	-6	2	COc1cccc(-c2nc(CSCC(=O)NCC3CCCO3)c(C)o2)c1 (configuration not stated)
-5	-6	11	-7	·	·	-2.8	15	-17	13	-13	CCOC(=O)Cn1c(S(=O)(=O)Cc2ccccc2Cl)nc(-c2ccccc2)c1-c1ccccc1
-4	1	9	-7	8	19	0.3	-2	6	12	4	O=C(CCc1ccc(S(=O)(=O)NCCc2ccccc2)cc1)Nc1ccc2c(c1)OCO2
